NadD inh – inhibitors of Staphylococcus aureus NadD; purified NadD enzyme, colorimetric absorbance read-out; inhibition, % at 20 µM; hit rate 0.78% among 360,000; AID 602399; in the data active = inhibition above about 26%; also: some compounds past the cut are filed as inactive
Neddyl block – cullin neddylation inhibition; calls only at 25 µM; TR-FRET cullin neddylation, biochemical; hit rate 0.58% among 360,000; P61081+Q13564; in the data active = inhibition above about 36%
Target sequence (P61081 whole entry, looked up): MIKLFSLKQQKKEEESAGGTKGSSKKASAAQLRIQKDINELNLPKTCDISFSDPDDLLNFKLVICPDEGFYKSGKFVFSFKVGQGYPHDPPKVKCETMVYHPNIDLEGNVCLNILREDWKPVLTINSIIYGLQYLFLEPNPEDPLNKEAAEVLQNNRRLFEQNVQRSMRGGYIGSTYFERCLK
Target sequence (Q13564 whole entry, looked up): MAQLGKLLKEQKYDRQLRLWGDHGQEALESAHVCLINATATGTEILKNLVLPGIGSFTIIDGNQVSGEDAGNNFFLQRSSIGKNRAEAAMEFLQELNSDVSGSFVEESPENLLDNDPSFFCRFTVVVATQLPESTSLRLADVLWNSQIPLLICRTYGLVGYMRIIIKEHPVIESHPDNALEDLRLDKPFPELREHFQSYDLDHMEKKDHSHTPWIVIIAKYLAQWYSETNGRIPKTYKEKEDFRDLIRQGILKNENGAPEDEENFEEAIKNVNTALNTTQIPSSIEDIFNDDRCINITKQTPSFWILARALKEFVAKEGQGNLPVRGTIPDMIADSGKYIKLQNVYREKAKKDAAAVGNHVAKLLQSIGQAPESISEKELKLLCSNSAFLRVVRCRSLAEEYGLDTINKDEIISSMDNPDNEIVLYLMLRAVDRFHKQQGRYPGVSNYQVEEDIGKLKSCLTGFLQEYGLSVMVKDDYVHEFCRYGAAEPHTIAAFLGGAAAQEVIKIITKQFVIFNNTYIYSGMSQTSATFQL
DNMT1 block – blocks human DNA methyltransferase DNMT1 | P26358 | DNMT1 molecular beacon, Hinp1I cleavage, fluorescence | inhibition (reported as % activation of signal), % at 10 µM | hit rate 0.83% among 360,000 | AID 588458; in the data active = inhibition above about 50%
Rin1 Abl inh – blocks binding of human Rin1 to Abl. inhibition, % at 7.35 µM. TR-FRET Rin1/Abl binding, biochemical. hit rate 0.4% among 360,000; in the data active = inhibition above about 5%, passing the limit was not always enough
CSN inh – blocks human CSN-mediated cullin deneddylation. Q92905. Purified CSN, SCF-Nedd8-OG deneddylation, fluorescence polarization. inhibition, % at 12.5 µM. hit rate 0.38% among 360,000. AID 651999;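 active = pattern-corrected inhibition above about 35%, with an unprinted fluorescence ratio check between 0.5 and 1.5, limit read from the data, passing the limit was not always enough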;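 also: 0% = enzyme with substrate and 100% = substrate without enzyme; some results filed as inactive read as strong as hits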
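test system = HEK293T-derived human Csn5 enzyme | amount = 0.24 nM Csn5 enzyme, final concentration | medium = Tris/NaCl/DTT buffer, pH 7.5 | schedule = 90 min reaction at room temperature | signal = FP | evaluation = inhibition of Csn5 cleavage, % | compound dosing = single dose of 12.5 µM compound with 0.25% DMSO | probe or stimulus = 10 nM SCFSkp2-Nedd8OG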
Rpn11 block – blocks the human proteasome subunit Rpn11. hit rate 0.59% among 360,000. O00487. AID 588493. human 26S proteasome, Ub4-pepOG fluorescence polarization; 20S core pre-blocked with epoxomicin. calls only at 20 µM;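 active = inhibition at 20 µM, scaled to each plate's controls, above about 33%, limit read from the data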
SUMO1 PPI mod – modulators of human SUMO1-mediated protein-protein interactions. SUMO1 binding to a labelled peptide, TR-FRET, 1 h. inhibition, % at 20 µM. hit rate 0.33% among 360,000. AID 602429; in the data active = inhibition above about 37%
Target sequence (P63165 whole entry, looked up): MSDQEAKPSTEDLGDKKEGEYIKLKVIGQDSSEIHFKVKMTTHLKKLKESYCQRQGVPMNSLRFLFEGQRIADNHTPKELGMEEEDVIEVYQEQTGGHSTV
LMPTP inh – LMPTP (human) inhibition | hit rate 0.22% among 360,000 | P24666 | recombinant LMPTP-A, OMFP fluorogenic substrate, fluorescence intensity | inhibition, % at 20 µM;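 active = compounds that cut the enzyme signal by at least half of the control window in the single-dose screen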;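 also: plate controls were DMSO wells with enzyme plus substrate for no effect and substrate without enzyme for full effect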
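Test system: LMPTP-A phosphatase enzyme. Amount: LMPTP-A at 0.625 nM final in the reaction. Reagent: OMFP substrate, 400 µM final. Times: 50 min at room temperature. Signal: endpoint fluorescence intensity from OMFP dephosphorylation. Read-out basis: % inhibition. Benchmarks: no-enzyme and uninhibited controls.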
Scp-1 inhibitor – Scp-1 (human) phosphatase inhibition; inhibition, % at 20 µM; Recombinant Scp1, phosphopeptide, malachite green phosphate absorbance; hit rate 0.88% among 340,000; AID 493091;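 active = inhibition above about 50% at 20 µM, limit read from the data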;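 also: plate controls were DMSO wells with enzyme for no effect and wells lacking enzyme for full effect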
Target sequence (Q9GZU7 76-261 limits assumed): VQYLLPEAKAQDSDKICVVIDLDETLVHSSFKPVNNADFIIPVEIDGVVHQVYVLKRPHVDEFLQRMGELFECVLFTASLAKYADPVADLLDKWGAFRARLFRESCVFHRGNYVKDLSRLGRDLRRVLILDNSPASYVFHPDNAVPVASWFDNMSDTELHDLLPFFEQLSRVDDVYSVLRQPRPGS
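Incubation: 45 min enzyme reaction at room temperature / System: truncated SCP-1 phosphatase (76-261aa) / Reagent: Phospho 17-mer peptide substrate / Buffer or medium: Acidic Tris acetate buffer with magnesium and detergent / Signal: absorbance at 630 nm / Doses: one concentration, 20 µM, with 1.0% DMSO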
STEP block – STEP (human) phosphatase inhibition. hit rate 0.25% among 360,000. recombinant STEP, OMFP fluorogenic substrate, fluorescence. P54829. inhibition, % at 20 µM;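 active = inhibition at 20 µM, scaled per plate between control wells, above about 37%, limit read from the data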;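 also: 0% = DMSO with enzyme and substrate and 100% = substrate only without enzyme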
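medium = Bis-Tris buffer pH 6.0, 2.5 mM DTT, 0.005% Tween 20 | test system = STEP (striatal-enriched tyrosine phosphatase) enzyme, cell-free | measure = normalized % inhibition | compound dosing = 20 µM, 1% DMSO | also added = 25 µM OMFP | schedule = reaction 20 min, ambient temperature | measured by = fluorescence read at 480 nm ex / 540 nm em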
Starred values were filed as active, the others as inactive; i = inactive; x = no result given.

SMILES | NadD inh | Neddyl block | DNMT1 block | Rin1 Abl inh | CSN inh | Rpn11 block | SUMO1 PPI mod | LMPTP inh | Scp-1 inhibitor | STEP block
COc1ccc(OCC(=O)N/N=C/C=C/c2ccccc2)cc1 | 0 | i | 1 | 2 | -4 | i | -7 | 1.4 | -4 | 1
Cc1ccc(OC(=O)c2ccc3snnc3c2)cc1 | -7 | i | 2 | 3 | -3 | i | -12 | -0.3 | -10 | 3
CC1Cc2ccccc2N1C(=O)CSc1nnc(-c2ccc(S(=O)(=O)N3CCCC3)cc2)o1 (stereo not given) | -5 | i | -1 | 0 | 3 | i | -2 | -0.5 | -7 | 1
COCCCn1c(C(=O)N2CC(C)OC(C)C2)cc2c(=O)n3ccccc3nc21 (stereo not given) | -1 | x | -2 | 2 | 3 | i | -10 | -1.2 | -2 | 0
Cc1ccc(C(=O)O)cc1NC(=S)NC(=O)Cc1ccccc1 | -11 | i | 2 | 3 | 2 | i | 2 | 1.0 | 1 | -1
c1cncc(CSc2nnc3ccc(-c4ccco4)nn23)c1 | -1 | i | -1 | -3 | -1 | i | -2 | 0.6 | -7 | -2
CCOC(=O)c1cnn(-c2nc(OCC)cc(OCC)n2)c1C | -1 | i | 11 | 1 | 4 | i | -2 | -1.1 | 0 | -1
CC1=NNC(=O)C1Cc1ccccc1C (stereo not given) | -5 | i | -2 | 0 | 2 | i | 0 | 0.3 | 0 | 0
CCCC(=O)N(CCN1CCOCC1)c1nc2cc(C)c(C)cc2s1 | -2 | i | 0 | 2 | 0 | i | 0 | -0.1 | -2 | 0
O=C(C1COc2ccccc2O1)N1CCN(S(=O)(=O)c2cc(F)ccc2F)CC1 (stereo not given) | -9 | i | 0 | 3 | 0 | i | 0 | -0.6 | -2 | -1
O=S(=O)(NCc1cn2ccccc2n1)c1cc(F)ccc1F | -2 | i | 6 | 0 | 3 | i | -1 | -2.9 | 11 | -5
CC(=O)N/N=C/c1c(C)[nH]n(-c2ccccc2)c1=O | 2 | i | 2 | 1 | -1 | i | 0 | -1.3 | 4 | 0
CC(C)(C)c1ccccc1OCC(=O)Nc1ccccc1C(=O)NCc1cccnc1 | -8 | i | 0 | -1 | 2 | i | -1 | 2.5 | -3 | 0
CCN1CCC(Nc2ccnc3cc(Cl)ccc23)CC1 | -4 | i | 4 | -2 | -1 | i | 18 | -1.0 | -2 | -6
COc1ccc(OCC(=O)Nc2ccc(C(=O)Nc3ccccc3C(=O)O)cc2)cc1 | -3 | i | 7 | 3 | -3 | i | 30 | 0.3 | -2 | 4
CCn1c2ccccc2c2cc(NC(=O)CN(C)CC(=O)Nc3ccc(N4CCOCC4)cc3)ccc21 | 3 | i | -24 | 3 | -4 | i | 3 | 4.7 | -2 | -2
O=C(CC(=O)Nc1ccc(Cl)cc1)N/N=C\c1cccc(F)c1 | 5 | i | -1 | 1 | 0 | i | 1 | -0.4 | -3 | -3
COC(=O)N/N=C\c1ccccc1OC/C=C/c1ccccc1 | -10 | i | 0 | -2 | -2 | i | 2 | 1.3 | -9 | -1
O=C(O)CCC(=O)Nc1sc2c(c1C(=O)NCc1ccccc1)CCCC2 | -5 | i | 5 | 0 | 4 | i | 7 | -1.7 | -9 | 3
Cc1cc(Nc2ccccc2)nc(NCc2ccccc2)n1 | 2 | i | -2 | 1 | -9 | i | 1 | 15 | 1 | 2
COCCNc1ccc(N2C(=O)C3CCCCC3C2=O)cc1[N+](=O)[O-] (stereo not given) | -8 | i | 21 | -7 | 1 | i | -39 | -1.9 | -8 | 0
COc1cc(C(=O)NCc2ccc3[nH]c(C)cc3c2)cc(OC)c1OC | 10 | i | -11 | -2 | -3 | i | 0 | 2.4 | -8 | 2
CCNC(=O)Oc1ccc[nH]c1=O | -6 | i | -3 | 0 | -4 | i | 0 | -2.6 | -11 | 0
CCc1cccc(NC(=O)C2CCCN(S(=O)(=O)c3cccnc3)C2)c1 (stereo not given) | 3 | i | 0 | 5 | -7 | i | -2 | 1.4 | -7 | -2
CC(C)(C)C(=O)Nc1cc(NC(=O)C(C)(C)C)cc(C(=O)Nc2c[nH]c(=O)[nH]c2=O)c1 | 1 | i | -2 | 0 | -2 | i | 1 | -4.8 | -4 | -3

Entries of single compounds as entered above. Order of values: NadD inh | Neddyl block | DNMT1 block | Rin1 Abl inh | CSN inh | Rpn11 block | SUMO1 PPI mod | LMPTP inh | Scp-1 inhibitor | STEP block
Shown for CC(C)(C)C(=O)Nc1cc(NC(=O)C(C)(C)C)cc(C(=O)Nc2c[nH]c(=O)[nH]c2=O)c1 → 1 | i | -2 | 0 | -2 | i | 1 | -4.8 | -4 | -3
Shown for COc1ccc(OCC(=O)Nc2ccc(C(=O)Nc3ccccc3C(=O)O)cc2)cc1 → -3 | i | 7 | 3 | -3 | i | 30 | 0.3 | -2 | 4
Shown for CC1=NNC(=O)C1Cc1ccccc1C (stereo not given) → -5 | i | -2 | 0 | 2 | i | 0 | 0.3 | 0 | 0
Shown for O=C(CC(=O)Nc1ccc(Cl)cc1)N/N=C\c1cccc(F)c1 → 5 | i | -1 | 1 | 0 | i | 1 | -0.4 | -3 | -3

Carrying on.
SMILES | NadD inh | Neddyl block | DNMT1 block | Rin1 Abl inh | CSN inh | Rpn11 block | SUMO1 PPI mod | LMPTP inh | Scp-1 inhibitor | STEP block
Cc1ccccc1NC(=O)Cc1nnc(NC(=O)Nc2ccccc2F)s1 | 13 | i | 16 | 2 | 7 | i | -1 | -2.5 | 2 | 1
COc1ccc(N2CCN(S(=O)(=O)c3ccc4c(c3)N(C(C)=O)CCO4)CC2)cc1 | 1 | i | 0 | 1 | 2 | i | 2 | -0.3 | 3 | 0
COCc1[nH]c(=S)[nH]c(=O)c1C | -6 | i | 0 | -2 | 0 | i | 0 | -2.1 | 0 | 1
N#CC1(NC(=O)Cn2cc(C(F)(F)F)cc(Cl)c2=O)CCCCC1 | -4 | i | 3 | 1 | -1 | i | 3 | -1.6 | 4 | -2
CS(=O)(=O)N1CCN=C1SCc1ccccc1 | 3 | i | -1 | 1 | 1 | i | -3 | -1.6 | 0 | -1
Cc1ccc(N2C(N)=C(C#N)C(c3ccsc3)C3=C2CC(C)(C)CC3=O)cc1 (stereo not given) | 1 | i | -5 | -6 | -4 | i | -7 | -1.0 | -15 | 0
Cc1ccccc1NS(=O)(=O)c1ccc(C(=O)NNC(=O)c2ccccc2O)cc1 | 0 | i | 7 | 0 | 4 | i | 9 | -0.3 | -9 | -2
COC(=O)c1c(-c2cccs2)csc1NC(=O)CN1CCOCC1 | -3 | i | -3 | -2 | 3 | i | -3 | 0.4 | -10 | 3
Cc1ccccc1C(=O)NC1CCN(CC(=O)NC2CCCCC2)CC1 | -3 | i | -1 | 1 | 1 | i | -2 | -2.2 | 7 | -2
CC(C)(C)c1ccc(C(=O)NC(=O)COC(=O)c2ccc(Br)o2)cc1 | -1 | i | 20 | -1 | -1 | i | 1 | -0.1 | 19 | 5
O=C(Nc1nnc(CCc2ccccc2)s1)c1ccco1 | -2 | i | -1 | 1 | 1 | i | 0 | -1.4 | -3 | -1
CCCCN(C1CCS(=O)(=O)C1)S(=O)(=O)c1ccc(OC)c(OC)c1 (stereo not given) | 4 | i | 1 | 1 | 5 | i | 1 | 0.4 | 1 | -1
CN1CCN(CCCCC(=O)c2ccccc2)CC1 | -4 | i | 1 | 1 | -2 | i | -2 | -4.1 | -7 | -3
COc1ccc(CC(=O)Nc2ccc(C(N)=O)cc2)cc1 | -2 | i | 2 | -1 | 2 | i | -1 | -0.8 | -1 | -3
Cc1cc(N)nc2nc(C(F)(F)F)nn12 | -3 | i | 0 | -2 | -9 | i | 1 | -0.5 | -3 | 0
COc1cc(N=Cc2c(CO)cnc(C)c2O)cc(OC)c1OC | -3 | x | -3 | -3 | 3 | i | 0 | 3.9 | -6 | 2
COc1ccc(/C=N/NC(=O)/C(=C/c2ccccc2)CCO)cc1 | -5 | i | 2 | 0 | -3 | i | -5 | -2.1 | 0 | -1
O=C(NCC(c1ccco1)N1CCCCC1)c1ccc(OCc2ccccc2)cc1 (stereo not given) | -3 | i | -4 | 1 | -3 | i | -1 | 0.8 | -3 | -2
CCn1ncc(N2CCOCC2)c(Cl)c1=O | -1 | i | -1 | 3 | 1 | i | -4 | -0.3 | -10 | -1
Cc1ccccc1N=C1c2ccccc2C(=O)C1[N+](=O)[O-] (stereo not given) | -1 | i | -4 | -1 | -4 | i | -21 | -1.7 | -8 | 1
N/C(=N\OC(=O)COc1ccc([N+](=O)[O-])cc1)c1cccnc1 | 4 | i | 1 | 3 | -3 | i | -4 | -0.9 | -1 | 1
CCc1c(C)nc2cc(-c3ccc(OC)cc3)[nH]n2c1=O | -1 | x | 0 | -2 | -1 | i | 10 | 2.2 | 0 | -1
Cc1cc(OCC(=O)N2CCOCC2)ccc1NC(=O)C1CCCCC1 | -2 | i | 3 | 0 | 6 | i | 0 | -1.6 | -4 | 12
CC(=O)c1ccc(NC(=O)CCOc2cc(C)ccc2C)cc1 | -9 | i | -2 | 2 | 5 | i | -14 | -0.4 | -4 | -1
O=C(Nc1ccccc1C(=O)N1CCN(Cc2ccccc2)CC1)c1ccc(F)cc1 | -5 | i | 4 | 0 | -2 | i | 0 | -0.2 | -5 | -2
Next section.
SMILES | NadD inh | Neddyl block | DNMT1 block | Rin1 Abl inh | CSN inh | Rpn11 block | SUMO1 PPI mod | LMPTP inh | Scp-1 inhibitor | STEP block
CCOC1=C2[C@@H](CN(S(=O)(=O)c3ccc(C)cc3)[C@H]2c2ccccc2Cl)[C@H]2C(=O)N(C(C)(C)C)C(=O)[C@H]2C1 | -4 | i | -20 | 2 | 4 | i | 2 | 2.4 | x | 0
Cc1nc(C)c(-c2csc(NCc3ccccc3)n2)s1 | 5 | i | -10 | -1 | 5 | i | -13 | 0.4 | -1 | 1
Cc1c(NC(=O)c2cc(-c3ccc(F)cc3)nc3ccccc23)c(=O)n(-c2ccccc2)n1C | 2 | i | 2 | 0 | -1 | i | -13 | -0.6 | -10 | 3
C=CCn1c(SCC(=O)Nc2cc(C)ccc2C)nnc1-c1cnccn1 | -4 | i | -2 | 4 | -2 | i | 0 | -0.7 | -2 | -2
COc1ccc(C(=O)NCCn2ccc3ccccc32)c(OC)c1 | 2 | i | -9 | 1 | 4 | i | -1 | 2.4 | -4 | 1
CCCC1Cc2c(sc3ncnc(N)c23)CO1 (stereo not given) | 2 | i | -1 | -4 | -3 | i | 7 | 1.3 | -5 | -1
O=[N+]([O-])c1cc(Br)ccc1NS(=O)(=O)c1ccccc1 | -2 | i | -7 | 1 | 2 | i | -3 | -0.4 | -13 | -2
Cc1oc2ccc(OCc3ccc(F)cc3Cl)cc2c1C(=O)O | -6 | i | 3 | 0 | -6 | i | -1 | -1.0 | 2 | 8
COc1ccc2oc(=O)c(C(=O)NCc3ccc(F)cc3)cc2c1 | -12 | i | -1 | -3 | 1 | i | -39 | -1.8 | -8 | -2
COc1cccc(/C=N/NC(=O)C(=O)NCc2ccco2)c1OC | -2 | i | -7 | -2 | 1 | i | -1 | -0.1 | -3 | 7

Assay outcomes: PubChem, several laboratories
